Compound activity from PubChem BioAssay.
BoNT A protease: BoNT/A light chain protease inhibitors, primary screen, biochemical, flow cytometry, MLPCN library | AID 588499, 2011 | inhibition, % at 10 µM | multiplex microsphere protease substrate cleavage | Botulinum neurotoxin type A light chain protease (Clostridium botulinum A str. ATCC 3502) | hit rate 0.17% among 360,000; further: plate controls were buffer without enzyme for full effect and enzyme alone for no effect
MazEF act: activators of E. coli MazEF toxin-antitoxin RNase, primary screen, biochemical, fluorescence, uHTS | Endoribonuclease toxin MazF (Escherichia coli (strain K12)), P0AE70 | FAM/BHQ RNA-DNA oligo cleavage fluorescence, 5 h | activation, % at 20 µM | hit rate 0.32% among 350,000 | AID 504720, 2011; in the data active means activation above about 50%
Target sequence (P0AE70 whole entry, looked up): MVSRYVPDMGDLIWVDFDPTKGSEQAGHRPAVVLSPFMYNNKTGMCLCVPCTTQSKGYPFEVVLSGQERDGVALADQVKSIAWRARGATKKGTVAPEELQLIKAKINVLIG
SARS 3CLpro inh: SARS-CoV 3CLpro protease inhibitors, primary screen, biochemical, quenched FRET; inhibition, % at 6 µM; recombinant SARS-CoV 3CLpro, quenched FRET peptide cleavage; hit rate 0.14% among 290,000; in the data active means inhibition above about 12%
VHR inh abs: VHR1 phosphatase inhibitors, primary screen, biochemical, absorbance, uHTS. recombinant VHR phosphatase, pNPP absorbance. hit rate 0.52% among 290,000. AID 1654, 2009. inhibition, % at 13.3 µM. Dual specificity protein phosphatase 3 (Homo sapiens), P51452; in the data active means inhibition above about 50%; further: some compounds called inactive have numbers as strong as hits
Target sequence (P51452 whole entry, looked up): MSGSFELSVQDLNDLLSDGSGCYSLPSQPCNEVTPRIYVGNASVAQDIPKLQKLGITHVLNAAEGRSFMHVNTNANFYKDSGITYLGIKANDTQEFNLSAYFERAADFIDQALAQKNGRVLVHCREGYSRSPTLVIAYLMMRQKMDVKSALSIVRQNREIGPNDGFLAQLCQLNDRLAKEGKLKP
CCHFV vOTU inh: CCHFV vOTU protease inhibitors, primary screen, biochemical, Pep-AMC substrate, fluorescence | inhibition, % at 11.5 µM | Crimean-Congo hemorrhagic fever virus L polyprotein viral ovarian tumor (vOTU) protease … | hit rate 0.55% among 370,000; in the data active means inhibition above about 30%; further: 0% = vehicle wells with enzyme and 100% = no enzyme wells
Anthrax LF inh2: Bacillus anthracis LF protease inhibitors, primary screen, biochemical, multiplex microsphere, MLPCN library; Lethal factor (Bacillus anthracis), P15917; hit rate 0.12% among 360,000; inhibition, % at 10 µM; multiplex microsphere protease cleavage assay; AID 588501, 2011; further: plate controls were buffer without enzyme for full effect and enzyme alone for no effect
SSB-PriA inh: inhibitors of Klebsiella pneumoniae PriA binding to SSB C-terminal tail, primary screen, biochemical, AlphaScreen; PriA–SSB C-terminal tail interaction (Klebsiella pneumoniae); AlphaScreen SSBct-PriA binding, biotinylated peptide; inhibition, % at 33 µM; hit rate 0.6% among 430,000; in the data active means inhibition mostly above about 37%, no sharp cut-off; inactive means mostly below about 20%;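 further: plate controls were negative control peptide for no effect and reference peptide for full effect; strong numbers were not always called active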
PrPC TRFRET: inhibitors of human cell surface prion protein PrPC, primary screen, cell-based, TR-FRET; Major prion protein (Homo sapiens), P04156; TR-FRET read-out; inhibition, % at 13.8 µM; hit rate 0.43% among 370,000; AID 720596, 2013; in the data active means inhibition above about 24%; further: 0% = median of the test wells and 100% = reference compound wells
BoNT-F LC inh: BoNT/F light chain protease inhibitors, primary screen, biochemical, flow cytometry, MLPCN library; AID 588497, 2011; Multiplex microsphere protease cleavage assay; Botulinum neurotoxin type F light chain protease (Clostridium botulinum); inhibition, % at 10 µM; hit rate 0.22% among 360,000; in the data active means inhibition above about 35%, passing the limit was not always enough; inconclusive means no clear call, values can overlap the other calls; further: plate controls were buffer without enzyme for full effect and enzyme alone for no effect
Rv3671c inh: Rv3671c serine protease inhibitors, primary screen, biochemical, fluorescence polarization, M. tuberculosis H37Rv. P9WHR9. inhibition, % at 5.96 µM. hit rate 0.048% among 320,000; in the data active means inhibition above about 38%;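 further: extracellular domain of Rv3671c used as enzyme; 0% = enzyme with DMSO and 100% = no enzyme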
Target sequence (P9WHR9 whole entry, looked up, the tested form may be a part): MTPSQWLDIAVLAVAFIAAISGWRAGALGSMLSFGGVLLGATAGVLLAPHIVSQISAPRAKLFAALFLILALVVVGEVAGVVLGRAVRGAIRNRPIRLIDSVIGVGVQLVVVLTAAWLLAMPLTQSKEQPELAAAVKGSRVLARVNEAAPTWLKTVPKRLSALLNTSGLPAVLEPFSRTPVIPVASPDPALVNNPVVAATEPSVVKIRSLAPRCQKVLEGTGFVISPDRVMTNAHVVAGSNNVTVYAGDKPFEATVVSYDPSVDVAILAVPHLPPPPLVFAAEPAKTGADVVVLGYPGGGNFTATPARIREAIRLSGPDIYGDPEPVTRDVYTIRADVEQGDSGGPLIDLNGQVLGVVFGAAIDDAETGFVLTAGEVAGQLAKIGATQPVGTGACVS
Starred values were filed as active, the others as inactive; u = inconclusive; x = no result given. Unless noted, no stated cut-off is given here; in the data, active means inhibition above about 30%; inconclusive means no clear call, values can overlap the other calls; inactive means below that. The list is partial (hit frequency here may not be typical).

SMILES	BoNT A protease	MazEF act	SARS 3CLpro inh	VHR inh abs	CCHFV vOTU inh	Anthrax LF inh2	SSB-PriA inh	PrPC TRFRET	BoNT-F LC inh	Rv3671c inh
CCOC(=O)C1=C(COC(=O)CSc2ccc(C)cc2)NC(=O)NC1C (centres undefined)	-0.5	2.7	x	x	8.5	4.6	-5.8	5.2	6.6	-1.3
CCCn1nnc(NC(=O)COc2cc(C)ccc2C(C)C)n1	-1.5	0.0	-11.4	2.0	13.1	-7.7	-3.1	3.6	-3.9	2.2
COc1ccc2c(c1)cc1c(=O)n(CC(=O)NCCCN3CCOCC3)nc(C)n12	0.5	8.9	-1.0	3.9	-3.9	-1.6	-9.7	-14.2	4.9	9.7
COc1cccc(OCCCN2CCCCCC2)c1	-0.4	5.8	2.0	9.6	-5.7	1.3	-3.7	-3.5	0.1	-4.9
O=C(NC1=NCCS1)c1ccccc1F	0.0	9.2	x	x	-1.4	-7.9	-10.3	-5.2	-2.1	1.3
Cc1c(CCOC(=O)CC23CC4CC(CC(C4)C2)C3)sc[n+]1Cc1ccccc1	-0.1	6.0	0.5	20.0	-15.1	2.2	-4.2	9.7	-7.5	0.9
CCCCN(C(=O)c1ccc2c(c1)OCO2)c1c(N)n(CCCC)c(=O)[nH]c1=O	1.9	-0.6	x	x	x	-2.8	-13.0	x	-7.5	0.7
O=C(c1ccccn1)N(Cc1ccco1)C1(C(=O)NC2CCCC2)CCCCC1	0.2	-2.0	-1.2	-21.2	0.3	-6.3	-8.5	2.6	5.0	-0.9
O=C(COC(=O)c1c2c(nc3ccccc13)/C(=C/c1cccc([N+](=O)[O-])c1)CCC2)NC1CCS(=O)(=O)C1 (centres undefined)	-0.2	-2.1	2.2	17.7	4.8	-1.3	9.2	-4.1	-12.7	-54.1
CCC(=O)N1CCN(c2ccc(NC(=O)COc3ccc(C)cc3C)cc2)CC1	0.8	-4.8	-3.5	29.8	7.5	2.2	-5.8	-2.4	4.2	-15.8
CCN(C(=O)COC(=O)c1c(C)nsc1NC)c1ccccc1	0.1	-18.9	x	x	11.8	10.3	-1.9	3.6	6.3	-5.6
S=c1[nH]nc(Cc2cccs2)n1-c1ccccc1	-0.8	4.7	8.0	6.0	8.1	-4.2	0.3	-3.1	-3.1	-15.6

Record cards, from the list above.
`COc1cccc(OCCCN2CCCCCC2)c1` in the list: BoNT A protease: -0.4; MazEF act: 5.8; SARS 3CLpro inh: 2.0; VHR inh abs: 9.6; CCHFV vOTU inh: -5.7; Anthrax LF inh2: 1.3; SSB-PriA inh: -3.7; PrPC TRFRET: -3.5; BoNT-F LC inh: 0.1; Rv3671c inh: -4.9
`COc1ccc2c(c1)cc1c(=O)n(CC(=O)NCCCN3CCOCC3)nc(C)n12` in the list: BoNT A protease: 0.5; MazEF act: 8.9; SARS 3CLpro inh: -1.0; VHR inh abs: 3.9; CCHFV vOTU inh: -3.9; Anthrax LF inh2: -1.6; SSB-PriA inh: -9.7; PrPC TRFRET: -14.2; BoNT-F LC inh: 4.9; Rv3671c inh: 9.7

More entries.
SMILES	BoNT A protease	MazEF act	SARS 3CLpro inh	VHR inh abs	CCHFV vOTU inh	Anthrax LF inh2	SSB-PriA inh	PrPC TRFRET	BoNT-F LC inh	Rv3671c inh
Cc1ccc(CSc2nc3c(c(=O)[nH]c(=O)n3C)n2CCC(C)C)cc1	-0.6	17.8	-0.2	12.4	4.7	-0.9	-17.3	-0.3	-5.9	-6.7
COc1cccc(CN(C)CCCn2ccc(NC(=O)OCc3ccccc3)nc2=O)c1	-0.5	0.4	x	x	-0.9	-4.5	-6.3	-8.6	-0.9	x
CCN(CC)S(=O)(=O)c1ccc(N(C)Cc2cccc(OC)c2OC)nc1	-0.3	5.6	3.0	4.5	-10.1	-1.5	-6.3	16.5	-3.8	-2.9
COc1ccccc1N1CCN(C(=O)CNC(=O)c2ccc(Cl)cc2Cl)CC1	8.4	7.2	1.4	11.3	0.1	1.5	-3.1	-5.3	-1.0	8.2
CC(C)CC1NC(=O)N(CC(=O)NC2CCCc3ccccc32)C1=O (centres undefined)	0.8	7.8	1.8	11.1	-4.5	-1.9	-1.7	1.9	4.8	0.3
COc1ccc(-c2cncnc2-c2ccc(OC)cc2O)cc1	0.7	-0.4	0.0	9.5	-6.5	-6.2	1.8	0.6	-28.8	-2.1
Cc1ccccc1C(=O)NCC(=O)OC(C)C(=O)NC(C)CCc1ccccc1 (centres undefined)	-0.5	-0.8	x	x	14.4	-2.8	-11.9	2.0	3.2	4.1
Cc1ccc2nc3c(cc(C(=O)NCc4ccccc4)c(=N)n3CCCn3ccnc3)c(=O)n2c1	2.2	-17.6	x	x	-71.3	-4.9	11.3	-29.1	-6.3	x
Cc1ccnc(NC(=O)c2cc(S(=O)(=O)NCc3ccccc3)ccc2C)c1	0.0	5.0	x	x	-4.5	-5.1	1.2	1.2	0.1	2.7
CCCCC1C2=C(CCCC2=O)OC2=C1C(=O)CCC2	-0.5	-2.0	-2.5	16.5	3.0	-1.2	-16.7	0.5	0.0	2.0
COC(=O)CCC(=O)NNC(=O)c1ccc(Cl)cc1Cl	0.2	-3.3	-3.0	27.0	-8.5	-6.5	3.2	-7.6	5.3	4.0
CCN(c1ccccc1)S(=O)(=O)c1cc(C(=O)OC2CCOC2=O)ccc1C (centres undefined)	-2.6	-4.2	x	x	2.8	1.1	-9.3	0.6	-14.2	3.8
O=C(Nc1ccc2oc(=O)c(C(=O)O)cc2c1)Oc1ccccc1	-0.5	-11.6	x	x	-28.5	4.8	-3.9	-3.5	2.1	x
Cc1ccc(CS(=O)Cc2ccc(C(=O)N3CCOCC3)o2)cc1 (centres undefined)	0.8	1.2	-1.4	-3.6	15.0	1.9	-19.6	-9.3	3.0	-2.9
CC1(C(=O)Nc2cccc(OC(F)(F)F)c2)Cc2c(-c3ccc4c(c3)OCO4)ccnc2O1 (centres undefined)	-0.3	x	x	x	31.1*	-5.7	x	4.0	-1.1	x
CCOC(=O)c1sc(Nc2ccc(Br)cc2)nc1C	1.0	3.3	1.5	13.6	-5.5	-3.1	-4.9	11.1	u	6.2
Cc1ccc(Cl)c(OCC(O)CN(CCO)CCO)c1 (centres undefined)	0.3	6.9	-4.6	11.3	3.0	-3.7	-13.8	-3.3	-19.0	-2.3
Cc1cccc(OCCNc2nc3c(c(=O)n(C)c(=O)n3C)n2C)c1	-0.6	9.2	4.6	-8.2	0.4	-3.3	-13.8	0.9	-4.1	-9.8
COc1ccc(-n2nc3c(c2NC(=O)c2c(F)cccc2Cl)CS(=O)C3)cc1 (centres undefined)	0.1	-1.2	0.6	-4.4	-4.6	-11.3	-7.0	-1.6	-7.7	3.8
CCc1cc2c(=O)c(-c3nc4ccccc4n3C)coc2c(CN2CCCCC2)c1O	-0.9	2.9	2.2	14.8	-12.2	-9.6	0.4	-6.3	11.2	x
NC(=O)c1ccc(-n2c(CCC(=O)O)ccc2-c2cccs2)cc1	-0.3	-1.2	0.8	20.1	-7.3	-1.8	-13.5	-6.7	-5.0	-6.2
Nc1cc(=O)[nH]c(SCC(=O)Nc2ccc(Oc3ccccc3)cc2)n1	0.3	1.7	-0.1	65.0	4.2	1.6	-9.6	0.9	1.8	-19.2
CC(O)[C@H]1CN=C(N)N1CC(C)(C)C (some centres undefined)	-0.9	2.6	x	x	-0.5	-2.1	-16.6	-0.6	-5.7	2.3
c1cc2c(cc1N1CCCCC1)C1CC2CCN1 (centres undefined)	-0.9	-6.9	x	x	1.0	-7.8	24.9	-5.1	-6.4	x
COC(=O)C(C)Sc1ccc2nnc(CCNS(=O)(=O)c3ccc(C)cc3)n2n1 (centres undefined)	-0.4	1.2	4.5	-10.7	-0.7	-4.1	-13.9	-7.7	-0.7	8.0
COc1cccc(N=C2NC(=O)/C(=C/c3cc([N+](=O)[O-])ccc3O)S2)c1	3.1	-16.0	5.9	-11.0	5.0	-4.6	-5.6	7.3	22.7	0.8
O=C(Nc1ccc(F)cc1F)c1ccc2c(c1)OCCO2	0.1	-0.2	-5.6	47.4	9.3	-2.6	-3.8	0.6	-2.4	-2.6
CCOC(=O)C(NCc1ccccc1)(NC(=O)c1ccccc1)C(F)(F)F (centres undefined)	0.3	3.7	-5.6	4.0	0.2	-4.6	-11.9	-5.1	-19.1	-2.6
COc1ccc(-c2nnc(NC(=O)CSc3ccc(Cl)cc3)s2)cc1OC	-0.4	-2.5	3.2	2.1	2.5	1.1	1.3	-5.7	4.2	-12.8
COc1ccc(CN2C(=O)C(CC(=O)NC3CCCCC3)CC(C(=O)N3CCOCC3)=C2C)cc1 (centres undefined)	-0.2	3.2	x	x	-6.7	-1.5	x	-3.2	-6.5	x
COC(=O)COc1ccccc1/C=C1/NC(=O)NC1=O	0.2	-2.2	-3.0	-4.8	-5.0	1.0	-2.4	-12.9	0.5	-9.5
O=C(/C=C/c1ccccc1)OCc1cncs1	-0.2	-2.5	2.9	17.5	-4.7	-4.4	-8.4	-2.6	-4.7	-1.3
Cc1cccc(-c2nc(CN3CCN(Cc4cccc(F)c4)CC3)c(C)o2)c1	-4.5	0.0	-0.3	5.8	-9.4	-1.1	9.8	9.0	u	-4.5
Nc1nc(SCC(=O)Nc2ccccc2Sc2ccc(Cl)cc2)n[nH]1	-2.4	3.8	-5.8	-4.6	1.0	-4.8	1.7	5.3	-26.4	2.0
CC(C)Oc1ccc(CN2CCCC(CO)(Cc3ccccc3)C2)cc1CO (centres undefined)	2.4	9.1	0.3	-14.4	7.2	-16.3	-3.0	-4.9	u	-2.8
COC(=O)C1=C2SC(C)C(=O)N2C(N)=C(C#N)C1c1cc(OC)c(OC)c(OC)c1 (centres undefined)	-0.2	-4.5	4.9	8.4	1.2	1.2	-6.2	2.0	-0.7	-8.7
Cc1ccc(C(=O)OCC(=O)NCc2ccco2)s1	0.6	16.3	1.7	-10.1	6.0	1.1	0.0	-2.6	7.3	-4.9
CC(=O)N1CCN(CC(=O)Nc2ccc(SC(F)F)cc2)CC1	-0.6	-2.9	0.5	14.7	-3.1	-1.1	-7.2	-3.0	-7.7	-3.9
CC1(C)c2ccccc2N2CC(=O)N[C@@]21/C=C/C=C/c1ccccc1	x	11.9	4.5	-3.2	9.4	x	10.7	-4.2	x	4.1
COc1ccc(OC)c(C(c2nnnn2CC2CCCO2)N2CCN(C3CCCC3)CC2)c1 (centres undefined)	-0.5	-13.4	-2.4	21.4	1.0	-1.4	-8.1	-1.5	-13.5	0.7
COc1ccc(S(=O)(=O)n2ccc(C)n2)cc1C	-0.1	-7.3	0.6	-6.4	-9.0	2.6	-3.8	5.7	-0.7	-10.5
CCCCN(C(=O)CSc1nnc(-c2ccc(OC)cc2)n1C(C)C)c1c(N)n(Cc2ccccc2)c(=O)[nH]c1=O	-0.2	1.8	-1.1	1.3	1.7	1.9	-4.1	2.3	1.5	-14.9
Cc1ccc(S(=O)(=O)NC(=O)Nc2c(C)cccc2C)cc1	-0.8	2.4	4.2	6.4	8.8	-13.9	0.1	-10.1	4.9	-4.2
